14-3-3 PPI: modulators of human 14-3-3 gamma - Raf peptide interaction; inhibition, % at 40 µM; P61981; actives 0.19% (n = 160,000); AID 422; FP, 14-3-3gamma / TMR-pS259-Raf peptide binding; in the data active = inhibition above about 30%;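 also: 0% = protein plus tracer without compound and 100% = blank with tracer alone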
Target sequence (P61981 whole entry, looked up): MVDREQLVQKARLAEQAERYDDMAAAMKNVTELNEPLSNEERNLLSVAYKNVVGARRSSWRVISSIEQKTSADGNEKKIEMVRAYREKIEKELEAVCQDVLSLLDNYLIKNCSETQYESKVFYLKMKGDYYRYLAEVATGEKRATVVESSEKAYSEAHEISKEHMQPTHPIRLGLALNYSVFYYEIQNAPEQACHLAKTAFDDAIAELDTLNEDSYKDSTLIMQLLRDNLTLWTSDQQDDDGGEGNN
Starred values were filed as active, the others as inactive; & = joins results of further samples. An excerpt; rates above refer to the full screens.

COCCOC(=O)C1=C(C)NC2=C(C(=O)CC(c3cccs3)C2)C1c1ccc(OC(C)=O)cc1 (stereo not given) was read as 14-3-3 PPI -5.
`CC(C)(C)SCCNC(=O)CSc1ccccc1` gave 14-3-3 PPI 0.
C=CCN1C(=O)C(C(=O)Nc2ccccc2)C2CC1(C)Oc1ccccc12 (stereo not given) was read as 14-3-3 PPI -7.
`CC1CC(C)CN(S(=O)(=O)c2ccc3c(c2)oc(=O)n3C)C1` (stereo not given) gave 14-3-3 PPI -7.
Screening O=C(c1ccc(Br)o1)N1CCN(CC=Cc2ccccc2)CC1 returned 14-3-3 PPI -4.
CCOC(=O)C1=CN(C)C=C(C(=O)OCC)C1c1ccsc1 was read as 14-3-3 PPI -5.
CCOC(=O)c1cccc(NC(=O)C2CCCN(S(=O)(=O)c3c(C)nn(C)c3C)C2)c1 (stereo not given) was read as 14-3-3 PPI 3.
`COc1ccc(S(=O)(=O)Cc2ccc(C(=O)N3CCN(c4ccccc4)CC3)o2)cc1` gave 14-3-3 PPI -4.
`O=C1CC(NC2CCCC2)C(=O)N1c1ccc(Br)cc1` (stereo not given) gave 14-3-3 PPI -90.
Screening Fc1ccc(C(CCCN2CCN3CCCCC3C2)c2ccc(F)cc2)cc1 (stereo not given) returned 14-3-3 PPI -1.
Screening CC(=O)c1c(C)nc(-c2ccc(Cl)cc2Cl)n1O returned 14-3-3 PPI 2.
`COc1ccc(COC(=O)C2=C(C)NC(=O)NC2c2ccc(O)c(OC)c2)cc1` (stereo not given) gave 14-3-3 PPI 5&-1.
`Cc1ccc(Nc2c(-c3ccc(C)s3)nc3cc(C)ccn23)cc1` gave 14-3-3 PPI -14.
For CCOC(=O)CSc1nnc(CNC(=O)Cc2ccccc2)n1C the results were 14-3-3 PPI -1.
Screening COc1ccc(C(O)c2nc3ccccc3n2C)cc1OC (stereo not given) returned 14-3-3 PPI -6.

Not a retest: entries from further up.
COCCOC(=O)C1=C(C)NC2=C(C(=O)CC(c3cccs3)C2)C1c1ccc(OC(C)=O)cc1 (stereo not given) was read as 14-3-3 PPI -5.
`CC(C)(C)SCCNC(=O)CSc1ccccc1` gave 14-3-3 PPI 0.
C=CCN1C(=O)C(C(=O)Nc2ccccc2)C2CC1(C)Oc1ccccc12 (stereo not given) was read as 14-3-3 PPI -7.
`CC1CC(C)CN(S(=O)(=O)c2ccc3c(c2)oc(=O)n3C)C1` (stereo not given) gave 14-3-3 PPI -7.
Screening O=C(c1ccc(Br)o1)N1CCN(CC=Cc2ccccc2)CC1 returned 14-3-3 PPI -4.
CCOC(=O)C1=CN(C)C=C(C(=O)OCC)C1c1ccsc1 was read as 14-3-3 PPI -5.

The listing picks up, repeating the five entries before the break.
Screening CC(=O)c1c(C)nc(-c2ccc(Cl)cc2Cl)n1O returned 14-3-3 PPI 2.
`COc1ccc(COC(=O)C2=C(C)NC(=O)NC2c2ccc(O)c(OC)c2)cc1` (stereo not given) gave 14-3-3 PPI 5&-1.
`Cc1ccc(Nc2c(-c3ccc(C)s3)nc3cc(C)ccn23)cc1` gave 14-3-3 PPI -14.
For CCOC(=O)CSc1nnc(CNC(=O)Cc2ccccc2)n1C the results were 14-3-3 PPI -1.
Screening COc1ccc(C(O)c2nc3ccccc3n2C)cc1OC (stereo not given) returned 14-3-3 PPI -6.
CC(C)(C)NC(=O)c1ccccc1 was read as 14-3-3 PPI 6.
`CN1CCN(C(=O)c2nn3c(C(F)(F)F)cc(-c4ccc(Cl)cc4)nc3c2Cl)CC1` gave 14-3-3 PPI -3.
`COc1cccc(C2C3=C(CC(C)(C)CC3=O)Nc3nc(SCc4ccncc4)[nH]c(=O)c32)c1` (stereo not given) gave 14-3-3 PPI -5.
`Cc1ccc(S(=O)(=O)Nc2cc(C)cc(C)c2)cc1` gave 14-3-3 PPI 2.
Screening Cc1ccc(Cl)cc1N1CCN(CC(=O)Nc2ccc3[nH]c(=O)[nH]c3c2)CC1 returned 14-3-3 PPI -11.
For C=CCn1c(SCC(=O)OCc2ccccc2)nc2c1c(=O)n(C)c(=O)n2C the results were 14-3-3 PPI -1.
For Cc1nc(N2CCOCC2)c2c(C)c(C(=O)Nc3cccc(Cl)c3C)sc2n1 the results were 14-3-3 PPI 5.
`O=C(CNS(=O)(=O)c1ccccc1)N1CCOCC1` gave 14-3-3 PPI -1.
For COc1cccc2cc(-c3nc4ccccc4[nH]3)c(=O)oc12 the results were 14-3-3 PPI -4.
Cc1ccc(S(=O)(=O)NC(CC(C)C)C(=O)N2CCN(c3ccccc3F)CC2)cc1 (stereo not given) was read as 14-3-3 PPI 3.
For c1coc(CNCC2OCCc3ccccc32)c1 (stereo not given) the results were 14-3-3 PPI -12.
Screening CC(C)c1nc(SCC(=O)N2CCN(c3ccccc3)CC2)c2c(=O)n(C)c(=O)n(C)c2n1 returned 14-3-3 PPI 1.
For CCOc1ccc2nc(SCC(=O)Nc3ccc(Br)cc3C(F)(F)F)sc2c1 the results were 14-3-3 PPI -53.
Screening COc1cc(C2C3=C(CC(C)(C)CC3=O)OC3=C2C(=O)CC(C)(C)C3)ccc1OCC(=O)Nc1ccc2c(c1)OCO2 returned 14-3-3 PPI -42.
For Cc1nc2nc(Cc3ccccc3)[nH]n2c(=O)c1Cl the results were 14-3-3 PPI 5.

Of the compounds above, two have a CF3 group:
`CN1CCN(C(=O)c2nn3c(C(F)(F)F)cc(-c4ccc(Cl)cc4)nc3c2Cl)CC1` gave 14-3-3 PPI -3.
For CCOc1ccc2nc(SCC(=O)Nc3ccc(Br)cc3C(F)(F)F)sc2c1 the results were 14-3-3 PPI -53.

Further entries follow.
`Cc1cc(C)nc(NC(=O)c2cc3ccccc3o2)n1` gave 14-3-3 PPI 3.
CCn1c(=N)n(CC(=O)C23CC4CC(CC(C4)C2)C3)c2ccccc21 was read as 14-3-3 PPI -2&-5.
Screening CCCOc1ccc(/C(O)=C2/C(=O)C(=O)N(CCCN3CCOCC3)C2c2ccncc2)cc1 (stereo not given) returned 14-3-3 PPI 2.
`CC(=O)c1c(C)oc2ccc(N(C(=O)c3ccccc3Cl)S(=O)(=O)c3ccc(Cl)cc3)cc12` gave 14-3-3 PPI -115.
Screening O=C(O)C1CCCCC1C(=O)Nc1ccc(I)cc1 (stereo not given) returned 14-3-3 PPI -14.
For CCCSc1nc2c(cnn2-c2ccc(Cl)cc2)c(=O)[nH]1 the results were 14-3-3 PPI -1.
Cc1cc(Cl)ccc1OCC(O)CN1CCCCC1C (stereo not given) was read as 14-3-3 PPI 3.
CCC(=O)N(Cc1cc(=O)[nH]c2ccccc12)c1cccc(C)c1 was read as 14-3-3 PPI -2.
COc1ccc(NC(=O)c2oc3ccc(S(=O)(=O)N4CCCCC4)cc3c2C)cc1 was read as 14-3-3 PPI 4.
`Fc1ccccc1-c1nnc2ccc3ccccc3n12` gave 14-3-3 PPI 1.
Screening NC(=O)c1cnn2c1NC(c1ccc(F)cc1)CC2C(F)(F)F (stereo not given) returned 14-3-3 PPI -8.
For COC(=O)c1[nH]c2cccc(OC)c2c1NC(=O)CN1CCN(c2cccc(OC)c2)C(C)C1 (stereo not given) the results were 14-3-3 PPI -7.
`COC(=O)C1=CN(C(C)C)C=C(C(=O)OC)C1c1cc(Br)ccc1OC` gave 14-3-3 PPI 1.
Screening CC(=O)Nc1c(N)c2ccccc2oc1=O returned 14-3-3 PPI -3.
`Cc1ccc2oc(=O)c3cnn(CC(=O)N(CCC(C)C)Cc4ccco4)c3c2c1` gave 14-3-3 PPI -6.

Quoted at random: 2 compounds from above.
Screening O=C(O)C1CCCCC1C(=O)Nc1ccc(I)cc1 (stereo not given) returned 14-3-3 PPI -14.
`Cc1cc(C)nc(NC(=O)c2cc3ccccc3o2)n1` gave 14-3-3 PPI 3.

Next part
For Cc1cccc(CSc2cn(CCNC(=O)c3ccccc3F)c3ccccc23)c1 the results were 14-3-3 PPI 7.
`O=C(Nc1ccc(I)cc1)c1ccc(Br)c(S(=O)(=O)N2CCCCC2)c1` gave 14-3-3 PPI -6.
For CSc1nc(C2CC2)cc(-c2cccs2)c1C#N the results were 14-3-3 PPI -4&-5.
For CCOc1ccccc1C1C(C(N)=O)=C(C)Nc2ncnn21 (stereo not given) the results were 14-3-3 PPI -2.
For CCOc1ccc(/C=N/n2cnnc2)cc1 the results were 14-3-3 PPI 9.
Screening CCSc1nnnn1-c1ccc2c(c1)OCO2 returned 14-3-3 PPI -5.
For O=C(CSc1nnc(NC(=O)CN2CCOCC2)s1)Nc1ccccc1 the results were 14-3-3 PPI -7.
For COc1ccc(N2C(=O)C3C4C=CC(CO)(O4)C3C2=O)c([N+](=O)[O-])c1 (stereo not given) the results were 14-3-3 PPI -2.
`Cc1cccc(C)c1NC(=O)C1CC(=O)N(C(C)C)C1` (stereo not given) gave 14-3-3 PPI 1.
Screening CCCNC(=O)Cc1cc(=O)[nH]c(=O)[nH]1 returned 14-3-3 PPI 2.
For CCOC(=O)N1CCC(NC(=O)CCc2c(C)nc3c(c(C)nn3-c3ccccc3)c2C)CC1 the results were 14-3-3 PPI 0.
Cc1cn(-c2nc(-c3cccs3)cc(C(F)(F)F)n2)c(=O)[nH]c1=O was read as 14-3-3 PPI 1.
For CCc1ccccc1NC(=O)c1ccc(N2C(=O)C3CCCCC3C2=O)cc1 (stereo not given) the results were 14-3-3 PPI -1.
For CCCCNC(=O)OCCNC(=O)Oc1cccc(C)c1 the results were 14-3-3 PPI 2.
For CCOc1ccc(NC(=O)CSc2nccn2-c2cc(C)cc(C)c2)cc1 the results were 14-3-3 PPI 1.
Screening COc1ccc(S(=O)(=O)Nc2ccc(C)cc2)cc1OC returned 14-3-3 PPI 0.
CCn1cc(C(=O)NCCc2ccc(S(N)(=O)=O)cc2)c(=O)c2ccc(C)nc21 was read as 14-3-3 PPI 2.
For Cc1cccc(NC2=NC(C)(C)N=C(N)N2)c1C the results were 14-3-3 PPI -4&2.
`CCc1ccc(-c2cn(-c3ccc(Br)cc3)c(=O)[nH]2)cc1` gave 14-3-3 PPI -70.
`COC(=O)C1(C(F)(F)F)N=C2C(Cl)=CC(Cl)=CN2C(c2ccc(F)cc2)=N1` (stereo not given) gave 14-3-3 PPI -9.
For CC1=C(C#N)C2C(/C1=N/O)C2(C)C (stereo not given) the results were 14-3-3 PPI 1.
For O=C(c1cccc(Br)c1)N1CCN=C1SCc1ccccc1F the results were 14-3-3 PPI 0.
For CCCCn1nnnc1SCC(=O)N1CCN(C(=O)c2ccco2)CC1 the results were 14-3-3 PPI 5.
Cc1ccc(C(=O)Nc2ccc3oc(-c4ccncc4)nc3c2)c(Cl)c1 was read as 14-3-3 PPI -12.
For Cc1c(C(=O)N2CCCC2)oc2ccc(S(=O)(=O)N3CC(C)CC(C)C3)cc12 (stereo not given) the results were 14-3-3 PPI 12.
O=C(O)C1CSC(c2ccccn2)=N1 (stereo not given) was read as 14-3-3 PPI -1.
For Cc1ccc(C)c(N2CCN(C(=O)CNS(=O)(=O)c3ccc(Br)s3)CC2)c1 the results were 14-3-3 PPI -4.
`O=C1CCCN2N=C(SCC(=O)N3CCCc4ccccc43)SC2=N1` gave 14-3-3 PPI 2.
For O=C(CCn1c(SCc2ccccc2Cl)nc2cc3c(cc2c1=O)OCO3)N1CCN(c2ccccc2)CC1 the results were 14-3-3 PPI -10.
`CCc1nnc(NC(=O)c2ccc(S(=O)(=O)N(CCOC)CCOC)cc2)s1` gave 14-3-3 PPI -1.
For COc1ccc2cc3cc(C(=O)NCc4ccccn4)oc3nc2c1 the results were 14-3-3 PPI 4&14.
Screening O=C(O)C1CCCCC1C(=O)NCc1cccnc1 (stereo not given) returned 14-3-3 PPI 2.
`Cc1ccc(C2Oc3ccccc3C3CC(c4ccc(C)o4)=NN32)cc1` (stereo not given) gave 14-3-3 PPI -13.
For Cc1ccccc1-n1c(N)c(C(=O)Nc2ccccc2)sc1=S the results were 14-3-3 PPI -13.
`Cc1ccc(S(=O)(=O)CCC(=O)Nc2ccccc2Cl)cc1` gave 14-3-3 PPI -16.
COc1nc(Nc2ccc(-c3nc4ccccc4o3)cc2)nc(N2CCOCC2)n1 was read as 14-3-3 PPI -6.
For CCSc1nc2sc3c(c2c(=O)n1-c1ccc(C)cc1)CC(C)(CC)OC3 (stereo not given) the results were 14-3-3 PPI -1.
`CC12CC3CC(C)(C1)CC(Nc1nc(N4CCOCC4)nc4ccccc14)(C3)C2` gave 14-3-3 PPI -6.
For CCc1ccccc1N1C(=O)c2cccnc2C1=O the results were 14-3-3 PPI -4.
`CCC(=O)Oc1ccc(-c2nc(-c3cccnc3)no2)cc1` gave 14-3-3 PPI -3.
For CCc1cccc(C)c1NC(=O)c1cc(S(=O)(=O)NCCc2ccc(Cl)cc2)ccc1F the results were 14-3-3 PPI 0.
Screening Clc1ccc2[nH]c3nc4ccccc4nc3c2c1 returned 14-3-3 PPI 0.
Screening COC(=O)CSc1nnc(-c2ccc3c(c2)OCO3)n1C returned 14-3-3 PPI -3.
Screening COC(=O)C1=CN(Cc2cccs2)C=C(C(=O)OC)C1c1ccc2c(c1)OCO2 returned 14-3-3 PPI -10.
COc1ccc(C(=O)n2nc(-c3ccccc3)nc2N)cc1OC was read as 14-3-3 PPI -5.
Screening CC(C)c1ccc(C(=O)CSc2n[nH]c(-c3ccncc3)n2)cc1 returned 14-3-3 PPI 6.
`CC(=O)N(C)c1ccc(NC(=O)COc2ccc3ccccc3c2)cc1` gave 14-3-3 PPI -20.
Cc1cccc(OCC(=O)Nc2cc(C)c(C)cc2O)c1 was read as 14-3-3 PPI -3.
For CC(C)(C)n1nc2c(c1NC(=O)COc1ccc(Cl)cc1)CSC2 the results were 14-3-3 PPI -6&7.
For CC(=O)N1N=C(c2ccc(C)cc2)CC1c1cn(-c2ccccc2)nc1-c1ccc(C)cc1 (stereo not given) the results were 14-3-3 PPI -3.
For CC(=O)c1ccc(N2CCN(C(=O)C3CCN(S(=O)(=O)c4ccc(Br)s4)CC3)CC2)cc1 the results were 14-3-3 PPI -3.
`Cc1ccc(-n2c(SCC(=O)NCCc3ccccc3)nc3c([nH]c4ccccc43)c2=O)cc1` gave 14-3-3 PPI 2.
Screening COC(=O)C1=C(C)NC2=C(C(=O)c3ccccc32)C1c1ccccc1Br (stereo not given) returned 14-3-3 PPI -33.
